SENP1 inh: inhibitors of human SENP1 SUMO protease catalytic domain | recombinant SENP1 catalytic domain, CyPet-SUMO1-YPet FRET cleavage | Q9P0U3 | inhibition, % at 10 µM | hit rate 0.21% among 360,000;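 active means inhibition at least 30% at 10 µM, raw YFP signal under a set limit, fluorescence ratio 0.5 to 1.5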;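 further: 0% = enzyme with DMSO and 100% = no enzyme wells; some results filed as inactive read as strong as hits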
Target sequence (Q9P0U3 419-644 limits assumed): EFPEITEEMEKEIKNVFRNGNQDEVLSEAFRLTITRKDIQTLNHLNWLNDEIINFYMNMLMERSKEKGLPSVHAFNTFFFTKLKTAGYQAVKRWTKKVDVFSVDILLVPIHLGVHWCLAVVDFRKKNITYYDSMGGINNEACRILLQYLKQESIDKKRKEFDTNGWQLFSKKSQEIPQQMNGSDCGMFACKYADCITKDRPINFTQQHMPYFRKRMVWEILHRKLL
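Test system: hSENP1 catalytic domain, recombinant; Amount: 20 pM final SENP1 enzyme; Medium: Tris pH 8 buffer plus EDTA, NaCl, BME, BSA, NP40, catalase; Schedule: 50 min enzyme reaction, room temperature, light-protected; Technique: FRET fluorescence in CFP and YFP emission channels; Controls: no-enzyme wells low, DMSO-plus-enzyme wells high control.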
* marks the source's active call; other numbers are inactive results.

SMILES	SENP1 inh
CCOC(=O)c1ccc(S(=O)(=O)N2CCC(C(=O)NCC3COc4ccccc4O3)CC2)cc1 (stereo not given)	-3
O=C(Nc1cccc(C(=O)N2CCCC2)c1)C1CCCCC1	1
O=C(Nc1cccc(C(F)(F)F)c1)c1ccc2sc([C@H]3C[C@H](O)[C@@H](CO)O3)nc2c1	-2
CCOc1ccccc1NC(=O)C1CCCN(S(=O)(=O)c2ccc3c(c2)CCCN3C(C)=O)C1 (stereo not given)	1
Cc1cccc(-c2noc(-c3csc([C@@H]4C[C@H](O)[C@@H](CO)O4)n3)n2)c1	0
CC1=C(C(=O)N(C(C)C)C(C)C)CC(CC(=O)NC(c2ccccc2)c2ccccc2)C(=O)N1Cc1ccc(F)cc1 (stereo not given)	1
CN(C(=O)c1cccc(NC(=O)Cc2ccc(NC(=O)C3CCN(C(=O)C4CCCCC4)CC3)cc2)c1)C1CCCC1	2
COCc1cn(CC(=O)c2sc(NC(=O)C(C)(C)C)nc2C)nn1	1
COC(=O)c1ccc(N2C(c3cc(OC)cc(OC)c3)=Cc3ccc(-c4cnc(OC)nc4)cc3C2CC(=O)C2CC2)cc1 (stereo not given)	-28
COc1ccc(NC(=O)c2cc(-c3ccc(F)cc3OC(C)C)n[nH]2)c(OC)c1	-1
O=C(OCc1cn([C@@H]2CN(Cc3cccs3)[C@@H](c3ccccc3)C[C@H]2O)nn1)c1ccccc1	-1
CC1CCC(NC(=O)C(NS(=O)(=O)c2ccc(Br)cc2)C(C)C)CC1 (stereo not given)	1
CC(C)CC1(C)CNC(=O)NC1	0
CC(=O)N1CCOc2ccc(S(=O)(=O)N3CCC(C(=O)NCc4ccc(Cl)cc4)CC3)cc21	4
CN(CC(=O)Nc1ccc(Cl)c(C(F)(F)F)c1)C(=O)C1CCN(C(=O)c2ccc(Cl)cc2)CC1	-1
COc1ccc(CCNC(=O)c2cc([C@@H](NC(=O)OC(C)(C)C)C(C)C)sc2N)cc1OC	-4
Brc1ccc2ncc3ccccc3c2c1	0
CC(=O)c1ccc(NS(=O)(=O)c2ccc([N+](=O)[O-])cc2)cc1	3
S=c1[nH]c2cnc(Cl)nc2[nH]1	3
Cc1ccccc1Nc1nc(Cl)nc(NC(C)(C)C)n1	2
Cc1ccc([C@H]2N[C@]3(CCCN(Cc4cccn4C)C3=O)[C@H]3C(=O)N(C)C(=O)[C@@H]23)cc1	0
COc1ccc(NC(=O)Nc2ccc(OCc3ccccc3)cc2)cn1	-8
Cc1ccc(S(=O)(=O)N2C[C@H]3[C@H]4C(=O)N(c5ccccc5)C(=O)[C@H]4C[C@H](OC(=O)Nc4c(C)noc4C)[C@@]3(O)C2)cc1	2
N#Cc1c(NCCN)nc(NCc2ccccc2)c2c1CCN(Cc1ccccc1)C2	-16
C/C(NCCc1ccc(O)cc1)=C1/CCOC1=O	-1
S=C1NC[C@H](Cc2ccccc2)N1CC1CCN(CCCCc2ccccc2)CC1	1
Cc1ccc(S(=O)(=O)Nc2ccccc2/C=N/c2nc3ccccc3n2C(C)C)cc1	-24
Cc1ccc(NC(=O)/C=C/c2ccc(S(=O)(=O)N3CCOCC3)cc2)cc1S(=O)(=O)N(C)C	-1
NC(=S)c1ccc[n+]([O-])c1	-1
COc1ccccc1N(CC(O)COc1c(C)cc(C)cc1C)S(=O)(=O)c1ccccc1 (stereo not given)	3
Cc1cc(C)c(OCC(=O)Nc2ccc(NC(=O)c3ccco3)cc2)c([N+](=O)[O-])c1	0
CN(CC(=O)Nc1ccc(F)cc1)C(=O)CN1C(=O)NC(CCc2ccccc2)C1=O (stereo not given)	-4
O=C(NCCCN1C(=O)c2ccccc2C1=O)OCc1ccccc1	2
CCc1nc2c(OCc3ccc(Cl)cc3Cl)cccn2c1N(C=O)Cc1ccc(OC)cc1	0
COc1ccc(OC)c(N=Nc2c(O)c3ccccc3[nH]c2=O)c1	29
Cc1cc(C)c(S(=O)(=O)/N=C2/C=C(Sc3ncn[nH]3)C(=O)c3ccccc32)cc1C	8
CCOC(=O)[C@]12CCCC=C1N(CCC1=CCCCC1)C(=O)[C@H](CC(=O)NCc1cccc3ccccc13)C2	-2
CC(C)(C)c1ccc(OCCCC(=O)Nc2nnc(C3CC3)s2)cc1	-1
Cn1cc(C(=O)NCc2cccs2)c(=O)c2cc(S(=O)(=O)N3CCCC3)ccc21	1
COc1ccc(CN2C(=O)c3ccccc3C2c2nnnn2C(C)C)cc1OC (stereo not given)	1
Nc1nc2c(ncn2[C@@H]2O[C@H](CNCc3ccc4ncccc4c3)[C@@H](O)[C@H]2O)c(=O)[nH]1	-7
Cc1ccc(C)c(C(O)c2ncc(-c3ccc(Cl)cc3)[nH]2)c1 (stereo not given)	0
O=[N+]([O-])c1cccc(/C=C2\CCc3cnn(C4CCS(=O)(=O)C4)c32)c1 (stereo not given)	5
Cc1cc(F)ccc1-c1cc(C(=O)NCc2ccco2)[nH]n1	1
O=C1NC(Cc2ccc(O)cc2)c2nc3ccc(Br)cc3c(=O)n2-c2cc3ccccc3cc21 (stereo not given)	-2
Cc1cc(NS(=O)(=O)c2ccc(NC(=O)c3ccc(Cl)nc3)cc2)nc(C)n1	1
COCCCN1C(=O)C(CC(=O)NCc2ccco2)CC(C(=O)N(C(C)C)C(C)C)=C1C (stereo not given)	-2
COCCNC(=S)N(C)[C@H]1C[C@H]2c3cc(-c4ccccc4)ccc3CCN2C(=O)[C@H]1[C@H](C)O	-7
COc1ccc(-c2noc(-c3csc([C@@H]4O[C@H](CO)[C@H](O)[C@H](O)[C@H]4O)n3)n2)cc1OC	1
COc1ccc([C@H]2C[C@@H](O)[C@H](n3cc(C4CC4)nn3)CN2Cc2cccs2)cc1	2
CSCCC(NC(=O)c1ccccc1Cl)C(=O)N1CCCC(C)C1 (stereo not given)	-2
Cc1ccsc1C(=O)OCC(=O)NC1CCCCC1	3
CCCCN1C(=O)C(CC(=O)NC(c2ccccc2)c2ccccc2)CC(C(=O)N(CC)CC)=C1C (stereo not given)	2
CCCOc1ccc(C(=O)CCC(=O)OCC(=O)N2CCN(S(=O)(=O)c3ccc(C)cc3C)CC2)cc1	0
CC1(C(=O)NS(=O)(=O)c2ccc(Br)cc2)CCN1C(=O)Cc1cccs1 (stereo not given)	0
COc1ccccc1NS(=O)(=O)c1ccc(C(=O)NCC(c2ccccc2OC)N2CCCC2)cc1 (stereo not given)	-1
CC1=C(C(=O)N(C)C)CC(CC(=O)NC2CCCCC2)C(=O)N1Cc1ccccc1 (stereo not given)	0
O=C(O)c1c(-c2ccccc2)cnc2ccccc12	1
COCCNC(=O)C1(C)CCCN(Cc2ccc3ccccc3c2Br)C1 (stereo not given)	3
CCCCNC(=O)C[C@@H]1C[C@@]2(C(=O)OCC)CCC=C2N(Cc2ccc(Cl)cc2Cl)C1=O	0

(continued)
SMILES	SENP1 inh
CCC(=O)N1CCC1(C)C(=O)Nc1cccc(OC)c1OC (stereo not given)	3
Cc1cc2cc(C(c3nnnn3CC3CCCO3)N3CCCc4ccccc43)c(=O)[nH]c2cc1C (stereo not given)	-14
C[C@@H](C(=O)N=c1sc2ccccc2n1C)N1C(=O)C2CC=CCC2C1=O (stereo not given in full)	2
Cn1cc(S(=O)(=O)NC[C@H]2O[C@@H](n3ccc(=O)[nH]c3=O)[C@H](O)[C@@H]2O)cn1	-1
CC(C)CNC(=O)C1(C)CCCN1C(=O)CSc1ccccc1 (stereo not given)	1
COc1ccc(Nc2nc(-c3c(C)nc4ncccn34)cs2)cc1	5
c1ccc2c(c1)ncn2-c1cncnc1	1
Cc1cccc(CN(C)C[C@@H]2OCc3cnnn3CCCC(=O)N([C@@H](C)CO)C[C@H]2C)c1	0
C[C@@H](NC(=O)c1[nH]cnc1C(=O)Nc1ccccc1F)c1ccccc1	0
O=C(OCC(=O)N1CCOCC1)C(c1ccccc1)c1ccccc1	-2
CC12CCC(O)CC1=CCC1C2CCC2(C)C3=NN=CC3CC12 (stereo not given)	2
COC(=O)c1ccc2nc(-c3ccc(Cl)cc3)c(Cc3ccc(OC)cc3C)n2c1	-5
CO[C@H]1CN(C)C(=O)c2cc(NC(=O)c3ccccc3)ccc2OC[C@H](C)NC[C@@H]1C	3
OC(c1cccc(Cl)c1)c1nc(-c2ccccc2)cs1 (stereo not given)	1
COc1cccc(-c2cc(NC=O)c3ncc(-c4cccc(C(=O)NCCN(C)C)c4)n3c2)c1	-12
CC(=O)NCCNc1nc(NC(C)C)nc2cc(-c3ccccc3)sc12	-1
COc1ccccc1/C=C1\CCCC2=C1Nc1nnnn1C2c1ccccc1OC (stereo not given)	2
CC(C)NC(=O)C1(C)CCN1C(=O)c1cccn1C (stereo not given)	1
COCCCN1C(=O)C(CC(=O)NC(c2ccccc2)c2ccccc2)CC(C(=O)N(C)C)=C1C (stereo not given)	1
Cc1noc(C)c1COc1ccc(C(=O)N2CCN(S(=O)(=O)c3ccc(F)cc3)CC2)cc1	1

A portion from further up, for reference:
SMILES	SENP1 inh
Cn1cc(S(=O)(=O)NC[C@H]2O[C@@H](n3ccc(=O)[nH]c3=O)[C@H](O)[C@@H]2O)cn1	-1
CC(C)CNC(=O)C1(C)CCCN1C(=O)CSc1ccccc1 (stereo not given)	1
COc1ccc(Nc2nc(-c3c(C)nc4ncccn34)cs2)cc1	5
c1ccc2c(c1)ncn2-c1cncnc1	1
Cc1cccc(CN(C)C[C@@H]2OCc3cnnn3CCCC(=O)N([C@@H](C)CO)C[C@H]2C)c1	0
C[C@@H](NC(=O)c1[nH]cnc1C(=O)Nc1ccccc1F)c1ccccc1	0
O=C(OCC(=O)N1CCOCC1)C(c1ccccc1)c1ccccc1	-2
CC12CCC(O)CC1=CCC1C2CCC2(C)C3=NN=CC3CC12 (stereo not given)	2
COC(=O)c1ccc2nc(-c3ccc(Cl)cc3)c(Cc3ccc(OC)cc3C)n2c1	-5
CO[C@H]1CN(C)C(=O)c2cc(NC(=O)c3ccccc3)ccc2OC[C@H](C)NC[C@@H]1C	3
OC(c1cccc(Cl)c1)c1nc(-c2ccccc2)cs1 (stereo not given)	1
COc1cccc(-c2cc(NC=O)c3ncc(-c4cccc(C(=O)NCCN(C)C)c4)n3c2)c1	-12
CC(=O)NCCNc1nc(NC(C)C)nc2cc(-c3ccccc3)sc12	-1
COc1ccccc1/C=C1\CCCC2=C1Nc1nnnn1C2c1ccccc1OC (stereo not given)	2
CC(C)NC(=O)C1(C)CCN1C(=O)c1cccn1C (stereo not given)	1
COCCCN1C(=O)C(CC(=O)NC(c2ccccc2)c2ccccc2)CC(C(=O)N(C)C)=C1C (stereo not given)	1
Cc1noc(C)c1COc1ccc(C(=O)N2CCN(S(=O)(=O)c3ccc(F)cc3)CC2)cc1	1

Other structures:
SMILES	SENP1 inh
Nc1o[nH]c(=O)c1C1CCCCC1	2
O=C(Nc1ccccc1Cl)c1cc(C2CCCCN2C(=O)CCc2ccccc2)on1 (stereo not given)	-2
O=C(OCc1ccccc1)N1CCC2CC1c1ccc(N3CCN(Cc4ccc5c(c4)OCO5)CC3)cc12 (stereo not given)	1
Cc1cnc(-c2nc3ccccc3n2C(C(=O)NC(C)(C)C)c2cc3ccccc3o2)cn1 (stereo not given)	-80
CN1C(=O)N(CC(=O)c2ccc3c(c2)OCO3)C(=O)C12CCCCC2	3
O=c1oc(=S)oc2c1[C@H](c1ccc(Cl)cc1)O[C@H](C1CC1)C2	1
Cc1cc(C)cc(C(O)c2ncc(-c3ccccc3C)[nH]2)c1 (stereo not given)	-3
CN1OC[C@@H]2CN(C(=O)c3ccco3)[C@H](c3ccc(-c4ccc(C#N)cc4)cc3)C[C@@H]21	-1
COc1ccc(-c2cc3c(o2)CCCC3OCCN2CCOCC2)cc1 (stereo not given)	0
O=C1C(CO)C(CO)C(CO)C1CO (stereo not given)	1
CC(C)NC(=O)N(C)C[C@H]1OCCCC[C@H](C)Oc2ccc(NC(=O)NC3CCCCC3)cc2C(=O)N([C@H](C)CO)C[C@@H]1C	0
CNC[C@@H]1OCc2ccccc2-c2ccccc2C(=O)N([C@@H](C)CO)C[C@@H]1C	-1
C=CCOC(=O)Nc1nc(CCNC(=O)OCc2ccccc2)c(C(=O)OC)s1	-2
CS(=O)(=O)c1cc(C(=O)O)cc(NCc2ccccc2)c1Oc1ccccc1	0
CC(=O)N1CCN(C(=O)CNC(=O)c2ccc(C)s2)CC1	2
O=C1CCCc2c1ccc1ccccc21	1
Cc1cccc(C)c1NC(=O)C(c1ccccc1)n1c(-c2ccccc2)nc2ccccc21 (stereo not given)	-2
CC(=O)Nc1ccc(C(=O)N2CCCC(c3cc(C(=O)NCc4ccccc4)no3)C2)cc1 (stereo not given)	2
CCOC(=O)/C(=C\c1ccc(OC(F)F)cc1)C1=Nn2c(nnc2-c2ccc(Cl)cc2)SC1	-1
CCOC(=O)[C@]12CCC=C1N(Cc1ccc3c(c1)OCO3)C(=O)[C@H](CC(=O)NCCC(C)C)C2	1
CN1OC[C@@H]2CN[C@H](c3cccc(-c4ccc(C#N)cc4)c3)C[C@@H]21	-52
CC1=C(C(=O)N(C)C)CC(CC(=O)NCc2cccs2)C(=O)N1Cc1ccc(C(C)(C)C)cc1 (stereo not given)	0
O=C(CN1CCN(S(=O)(=O)c2ccc(Br)s2)CC1)N1CCc2ccccc21	3
CC(C(C(=O)N1CCCCC1)N1CCCCC1)N1CCCCC1 (stereo not given)	0
Cc1ccc(F)cc1-c1nc(NCC2CC2)nc2ccsc12	-20
CN(C(=O)c1cccc(NC(=O)Cc2ccc(NC(=O)C3CCCN(C(=O)CCc4ccccc4)C3)cc2)c1)C1CC1 (stereo not given)	-1
CSCCC(NC(=O)c1ccccc1Cl)C(=O)NCC(c1ccc(F)cc1)N1CCOCC1 (stereo not given)	-2
CC1(C)CC(NC(=O)c2ccc(F)cc2)CC(C)(C)N1	2
O=C(CCC(F)(F)F)N1CCCC(N2CCN(c3cccc(Cl)c3)CC2)C1 (stereo not given)	-16

The list is partial; rates above refer to the full screens.
